p47phox inh = p47phox/p22phox peptide binding inhibitors, primary screen, biochemical, uHTS, NADPH oxidase regulatory subunit. Neutrophil cytosol factor 1 (Homo sapiens), P14598. fluorescence polarization, 2 h. inhibition, % at 24.7 µM. actives 0.53% (n = 220,000). AID 1274, 2008;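 active = inhibition above about 30%, limit read from the data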;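 also: 0% = p47phox with labelled peptide and 100% = labelled peptide alone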
Target sequence (P14598 whole entry, looked up): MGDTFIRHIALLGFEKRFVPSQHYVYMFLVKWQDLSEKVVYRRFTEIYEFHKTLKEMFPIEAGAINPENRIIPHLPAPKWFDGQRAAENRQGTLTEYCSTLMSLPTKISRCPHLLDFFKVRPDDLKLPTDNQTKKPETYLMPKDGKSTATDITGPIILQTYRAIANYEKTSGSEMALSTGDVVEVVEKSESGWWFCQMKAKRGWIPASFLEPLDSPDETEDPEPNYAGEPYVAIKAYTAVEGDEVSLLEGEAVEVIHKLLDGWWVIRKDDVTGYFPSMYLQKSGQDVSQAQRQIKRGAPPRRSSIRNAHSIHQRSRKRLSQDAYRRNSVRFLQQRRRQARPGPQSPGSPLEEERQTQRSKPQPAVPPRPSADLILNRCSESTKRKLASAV
Hck-Nef inh = inhibitors of Nef-activated human Hck kinase, primary screen, biochemical, Z-Lyte FRET, 384-well, Hck-YEEI. Tyrosine-protein kinase HCK (Homo sapiens), P08631. Recombinant Hck-YEEI plus Nef, Z-Lyte FRET kinase assay. inhibition, % at 20 µM. actives 0.68% (n = 220,000). AID 463187, 2010;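 active = Hck-Nef kinase inhibition above about 50%, limit read from the data; inactive = inhibition below that limit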;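 also: 0% = DMSO with Hck plus Nef and 100% = Hck alone without Nef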
Runt-SMMHC FRET = inhibitors of RUNX1 Runt–CBFb-SMMHC binding, primary screen, biochemical, FRET, Cerulean-Runt, Venus-CBFb-SMMHC, uHTS; Runt-related transcription factor 1 (Homo sapiens) + Core-binding factor subunit beta …; Cerulean-Runt/Venus-CBFb-SMMHC FRET ratio 530/480, 1 h; inhibition, % at 20 µM; actives 0.74% (n = 220,000);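 active = mean inhibition across duplicate retests at 20 µM reaching about 50%, limit read from the data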;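 also: 0% = DMSO wells and 100% = wells with excess untagged CBFb-SMMHC; inhibitors lower the FRET ratio by blocking Runt binding to CBFb-SMMHC; some results filed as inactive read as strong as hits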
Target sequence (Q01196 whole entry, looked up): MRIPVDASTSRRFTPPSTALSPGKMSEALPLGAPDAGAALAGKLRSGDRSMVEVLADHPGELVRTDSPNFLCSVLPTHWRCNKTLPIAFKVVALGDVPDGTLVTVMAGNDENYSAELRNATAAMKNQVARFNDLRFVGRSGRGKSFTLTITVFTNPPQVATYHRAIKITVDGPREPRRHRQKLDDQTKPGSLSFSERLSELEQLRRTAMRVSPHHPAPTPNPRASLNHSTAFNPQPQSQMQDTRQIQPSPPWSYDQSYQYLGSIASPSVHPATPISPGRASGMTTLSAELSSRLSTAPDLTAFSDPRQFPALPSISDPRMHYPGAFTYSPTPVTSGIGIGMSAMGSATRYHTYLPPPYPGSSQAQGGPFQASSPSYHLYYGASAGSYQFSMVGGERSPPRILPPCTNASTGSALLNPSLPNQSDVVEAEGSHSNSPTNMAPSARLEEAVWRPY
Target sequence (Q13951 whole entry, looked up): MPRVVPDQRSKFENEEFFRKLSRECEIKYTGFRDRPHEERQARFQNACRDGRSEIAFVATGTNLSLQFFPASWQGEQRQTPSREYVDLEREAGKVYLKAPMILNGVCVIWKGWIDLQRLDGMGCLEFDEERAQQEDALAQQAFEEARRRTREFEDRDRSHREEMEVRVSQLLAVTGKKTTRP
MDM2 E3 inh = MDM2-luciferase reporter signal enhancers, primary screen, MDM2 E3 ligase inhibitor project, cell-based, luminescence, 1536-well; E3 ubiquitin-protein ligase Mdm2 (Homo sapiens), Q00987; cell-based MDM2 ubiquitination luciferase reporter, 2 h; 0 = plate control, 100 = twice control, blank-subtracted; signal enhancement, % at 5 µM; actives 0.11% (n = 210,000);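 active = signal enhancement of 30% or more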;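 also: luminescence tracks abundance of the self-degrading MDM2-luciferase fusion protein; higher signal means inhibition of MDM2 E3 ligase activity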
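Timing – 2 h compound exposure at 37 °C · Assay system – mammalian cells stably expressing self-ubiquitinating, self-degrading MDM2 E3–luciferase fusion · Amount – 2000 cells seeded into each well · Measure – % luminescence enhancement versus blank-corrected plate control mean · Measured by – SteadyLite luminescence, 15 min reagent step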
TbHK1 inh = Trypanosoma brucei hexokinase 1 inhibitors, primary screen, biochemical, G6PDH-coupled NADH absorbance, MLSCN library; hexokinase 1 [Trypanosoma brucei]; recombinant TbHK1, G6PDH-coupled NADH A340; inhibition, % at 10 µM; actives 0.11% (n = 220,000);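 active = inhibition of 50% or more in the single-dose primary screen; inactive = inhibition below 50%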
zVAD death inh = inhibitors of zVAD-triggered necroptosis, primary screen, L929 cells | actives 0.38% (n = 220,000) | L929 zVAD necroptosis rescue, ATP luminescence, 24 h; with zVAD 60 µM | viability rescue, % at 10 µM;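 active = activation, scaled between plate controls, above about 75%, limit read from the data; inactive = activation under that limit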;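 also: 0% = zVAD with DMSO and 100% = DMSO alone without zVAD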
14-3-3 Bad PPI = inhibitors of 14-3-3 zeta/Bad binding, primary screen, biochemical, TR-FRET, bovine 14-3-3 zeta. 14-3-3 protein zeta/delta (Bos taurus), P63103. TR-FRET 14-3-3zeta/Dy647-pBad peptide displacement, 1 h. inhibition, % at 21.7 µM. actives 0.71% (n = 220,000);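 active = inhibition above about 70%, limit read from the data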;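 also: 0% = full 14-3-3 plus peptide FRET controls and 100% = background without 14-3-3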
Runt-CBFb FRET = inhibitors of RUNX1 Runt–CBFb binding, primary screen, biochemical, FRET, Cerulean-Runt, Venus-CBFb, uHTS | Runt-related transcription factor 1 (Homo sapiens) + Core-binding factor subunit beta … | Cerulean-Runt/Venus-CBFb FRET ratio 530/480, 1 h | inhibition, % at 20 µM | actives 0.46% (n = 220,000);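 active = inhibition over about 50% at 20 µM in the single-dose screen, limit read from the data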;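 also: 0% = DMSO wells and 100% = excess unlabeled CBFb competitor control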
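Measured by: fluorescence energy transfer, 422 nm excitation, 530/480 nm emission; test system: Cerulean-tagged RUNX1 Runt domain (FRET donor) fusion protein; buffer or medium: Tris pH 7.5 buffer with BSA; compound: one dose, 20 µM compound, 1% DMSO; times: two 1 h room-temperature incubations shielded from light; benchmarks: unlabeled CBFb 5 µM, positive control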
EBV gp42 inh = Epstein-Barr virus gp42 inhibitors, primary screen, biochemical, uHTS, fluorescence polarization. Fluorescence polarization binding assay, mP read-out. inhibition, % (tested at 21.74 µM). actives 0.42% (n = 220,000). AID 1085, 2008; in the data active = inhibition above about 50%
The depositor's hits bear a star; . = not tested or not shown; [ ] = remark or other dose.

SMILES	p47phox inh	Hck-Nef inh	Runt-SMMHC FRET	MDM2 E3 inh	TbHK1 inh	zVAD death inh	14-3-3 Bad PPI	Runt-CBFb FRET	EBV gp42 inh
S=C(Nc1ccccc1Cl)NC1CCCCCC1	8.9	19.7	-5.1	-4.5	-1.0	0.6	-13.3	0.4	2.1
COC(=O)c1c(CSc2ccc(Cl)cc2)noc1C(=O)NCc1ccco1	-7.0	0.2	-1.9	-13.7	2.7	-0.1	4.8	-4.4	-15.1
O=S(=O)(c1ccc(NCC2CCCCC2)nc1)N1CCOCC1	-11.9	-0.1	4.0	-7.6	-0.3	0.9	-6.8	-0.6	-15.1
c1cncc(Nc2nc(-c3cccnc3)cs2)c1	-15.7	17.5	-2.4	-3.6	-6.8	70.7	-13.9	-1.7	-7.8
COc1ccc(CNC(=O)C2CCC(CNc3c(N4CCOCC4)c(=O)c3=O)CC2)cc1 (centres undefined)	0.5	2.4	4.2	-11.7	-3.7	0.7	7.3	2.0	1.4
CCN(CC)CCNC(=O)C(=O)NCC1OCCN1S(=O)(=O)c1ccc([N+](=O)[O-])cc1 (centres undefined)	-8.1	0.8	-1.9	5.5	-2.0	0.8	-7.8	-1.7	-10.8
CC(C)c1ccc(OCC(=O)Nc2cccc3c2CCCC3)cc1	2.5	-0.2	-4.3	-20.0	6.1	1.0	3.1	-7.1	-5.9
Cc1n[nH]c(=S)n1/N=C/c1ccc(Br)o1	-14.7	1.6	3.8	-7.7	-8.1	0.0	-12.6	9.2	-20.1
COc1cc(OC)cc(-c2cc3nc(C)cc(N4CCN(C(=O)c5ccco5)CC4)n3n2)c1	-17.1	2.3	26.4	2.3	-16.6	0.4	-4.0	12.5	-9.0
CC1CCc2c(sc(NC(=O)Cn3nc(C(F)(F)F)c4c3CCCCC4)c2C#N)C1 (centres undefined)	-6.3	-1.9	-1.4	-17.1	0.3	-0.3	1.1[fluorescence artefact?]	2.2	-29.2
Cc1ccc2c(c1)c1c(n2CC(O)Cn2ccnc2C)C(=O)CCC1 (centres undefined)	-4.4	8.1	6.5	-4.4	-20.9	-0.4	-4.0[fluorescence artefact?]	0.6	-12.6
CC(C)[C@H](NC(=O)NC1CCN(Cc2ccccc2)CC1)C(=O)O	-6.2	4.5	0.4	-17.8	-1.4	0.3	-2.0	1.6	-10.2
Cc1ccc(OCCn2cc(/C=C(\C#N)C(=O)NCC3CCCO3)c3ccccc32)cc1C (centres undefined)	1.7	2.4	-5.0	-1.0	-6.6	1.0	-10.0	-7.6	-23.4
CC(=O)c1c(C(C)=O)c(C)n(-c2cccc([N+](=O)[O-])c2)c1C	-10.3	-3.8	-2.3	-7.1	20.4	0.7	-25.9	-0.8	-7.6
O=C(O)CCC(=O)Nc1ccccc1Oc1ccccc1	3.3	-17.1	2.4	-13.3	0.5	1.2	4.4	0.1	-10.0
CN(CC(=O)Nc1cccnc1)S(=O)(=O)c1cc(Cl)ccc1Cl	-13.5	0.1	-2.3	-9.4	2.0	0.0	-4.3	0.7	1.2
COc1ccc(C2CC(C(F)(F)F)n3ncc(C(=O)Nc4cccc(O)c4)c3N2)cc1OC (centres undefined)	-6.2	-0.2	-6.1	-26.0	0.5	0.1	-6.7	1.9	-4.3
COc1cccc(NC(=S)NC2CC3CCCC(C2)N3CC(C)C)c1 (centres undefined)	-8.9	5.7	-0.9	-13.8	2.7	-1.4	-8.7	1.3	-13.2
COc1cccc(/C=N/n2c(-c3ccco3)nc3ccccc3c2=O)c1	-9.3	0.9	-5.8	-2.9	-20.5	0.1	-1.5	0.7	-7.7
CCN(CC)S(=O)(=O)c1cccc(C(=O)Oc2cccc(NC(=O)c3cccs3)c2)c1	-17.8	2.9	5.7	-12.7	1.2	0.8	-4.9	1.5	-6.3
CC(=O)N(Cc1cccnc1)Cc1cc2ccc(C)cc2[nH]c1=O	-17.5	1.2	-0.3	-21.9	-25.9	-0.1	-2.4	0.0	-5.4
O=[n+]1cc(-c2ccc(Cl)cc2)n([O-])c2c1CCC2	-13.9	6.1	-0.3	-8.7	-16.1	0.1	-4.3	5.3	-6.0
Cc1ccc(C(C(=O)NC2CCCCC2)N(C(=O)Cc2c[nH]c3ccccc23)c2ccccc2)o1 (centres undefined)	-7.8	-1.5	-0.9	-2.5	-5.8	1.0	-6.6	0.1	-24.6
CCCC1(c2ccccc2)NC(=O)N(CC(=O)Nc2sc(-c3ccccc3)cc2C(=O)OCC)C1=O (centres undefined)	-3.6	-0.5	2.9	-2.1	-22.0	-0.3	-11.8[fluorescence artefact?]	0.5	-8.6
CN(C)c1nc(NS(=O)(=O)c2ccc(Cl)cc2)nc(N(C)C)n1	-8.9	1.8	2.6	-11.5	9.7	0.2	3.5	-2.1	-7.3
Cc1ccc(NC(=O)N2CCN(c3ncccc3C(F)(F)F)CC2)cc1	-17.7	5.3	0.7	-4.2	-4.0	4.2	-8.4	0.1	-8.7
O=C(Cn1c(=O)n(CC2CCCO2)c(=O)c2ccccc21)c1ccc(Cl)c(Cl)c1 (centres undefined)	-15.4	-21.5	-2.5	-70.9	10.4	-0.9	-12.9	-0.5	0.5
CCO[C@@H]1OC(C(=O)N2CCOCC2)=C[C@H](c2cn(C(C)=O)c3ccccc23)[C@H]1CCCO	-4.4	7.0	0.5	.	-11.3	-0.3	2.2	0.3	-4.3
Cc1ccc2cc(CN(CCO)Cc3nnnn3Cc3ccc(F)cc3)c(=O)[nH]c2c1	1.2	1.1	-7.6	-12.3	-14.4	-0.2	10.9	11.5	-2.3
O=C(/C(=C/O)N=Nc1ccccc1)c1ccc(Cl)cc1	-16.9	1.8	-3.3	21.8	-5.3	1.2	-11.8	1.7	-11.2
Cc1ccc(CNC(=O)CSc2nc3c(sc4ccccc43)c(=O)n2CCCN2CCCC2)cc1	-11.7	21.5	1.7	1.5	-4.4	2.1	-2.9	-0.2	-6.3
CCCN(CCC)C(=O)Cn1c(=O)n(CCC(=O)NCCc2ccccc2)c(=O)c2ccccc21	-14.4	1.3	0.3	-9.3	-4.0	1.2	3.0	-0.2	-8.8
CC(C)(C)[C@H]1C=C(C(=O)N2CCOCC2)O[C@@H](OCc2ccc(CO)cc2)C1	-5.8	-4.1	-2.6	.	-1.3	0.3	5.4	-0.1	-7.9
COc1cccc(CN(Cc2ccco2)S(=O)(=O)c2ccc(S(=O)(=O)NCc3ccccc3)cc2)c1OC	-11.4	-8.9	-0.4	-12.3	9.6	-1.2	-7.0	-0.5	-14.3
COc1ccc(Cc2nc(-c3cccc(C)c3)no2)cc1	-4.2	1.4	-4.5	-24.9	-5.1	-0.1	-13.2	-0.9	3.4
Cc1ccc(CNC(=O)c2ccc[nH]2)cc1	-0.8	3.7	2.6	-0.8	1.0	1.7	0.2	-0.5	-0.1
COc1cc(OC)c(OC)cc1/C=N/n1c(-c2n[nH]c3c2CCC3)n[nH]c1=S	-5.8	0.3	23.9	-11.1	-31.2	1.8	-3.3	-4.6	-2.8
Cc1[nH]c2ccccc2c1C(=O)COC(=O)CCS(=O)(=O)c1ccccc1Cl	-20.7	5.7	-0.3	-4.0	25.0	0.1	-17.9	-2.4	-6.9
COc1ccc(NC(=O)Nc2nnc(N3CCC(C)CC3)s2)cc1OC	-2.8	-1.2	1.5	.	-2.0	.	-3.4	-0.4	-8.0
O=S(=O)(c1cccs1)N1CN(Cc2ccco2)c2nc3ccccc3nc21	-24.0	-12.5	2.0	-2.5	-33.5	-1.4	2.2	-0.6	11.9
Fc1ccccc1NC(=S)NNc1ncc(C(F)(F)F)cc1Cl	-1.5	3.0	-4.7	-13.3	-3.3	-0.1	-7.2	7.9	-20.5
O=C(COC(=O)c1nc(Cl)ccc1Cl)c1ccc(Cl)s1	-6.9	8.9	-1.6	-7.1	0.3	0.4	-3.1	-1.1	-24.9
Cc1cccc(-n2nnnc2SCC(=O)N(CC(C)C)c2c(N)n(CC(C)C)c(=O)[nH]c2=O)c1	-4.9	-26.0	1.2	-5.9	-8.9	0.4	-3.4	-4.7	-1.1
Cc1ccc(CSc2nn3c(=O)c(C)nnc3s2)cc1	-1.8	1.8	-1.8	-11.6	-17.5	1.6	5.3	0.8	-16.5
COc1ccc(-n2c(SCC(=O)Nc3cc(C)on3)nc3ccccc3c2=O)cc1Cl	4.8	6.8	-1.1	5.3	-10.4	-0.1	16.6	0.6	2.8
COc1ccc(Oc2ccc(N/C=C3/CCCC3=O)cc2)cc1	-10.1	2.5	1.8	-0.3	30.4	1.3	-19.7	4.6	-5.5
Cc1no[n+]([O-])c1COc1ccc(/C=C(\C#N)C(N)=O)cc1	-5.8	0.3	-3.9	0.3	-27.3	1.0	1.3	1.0	1.7
c1ccc(-c2nnc(-c3ccccn3)s2)nc1	-5.6	12.5	-6.1	.	-17.0	-0.2	9.2	19.6	-14.7
CC(C)CN(C(=O)C(c1ccccc1)c1ccccc1)c1c(N)n(CC(C)C)c(=O)[nH]c1=O	4.6	13.8	-4.9	4.1	10.3	-0.2	5.9	-0.2	-18.8
CC1(C)CC(=O)C2=C(C1)OC1=C(C(=O)CC(C)(C)C1)C2c1ccccc1	-7.9	-1.7	-2.6	-21.0	-5.0	-0.7	0.0	-0.5	-9.9
CN(Cc1ccccc1)C(=O)CCC(=O)N(C)Cc1ccccc1	-14.7	0.7	0.4	5.2	5.8	-0.3	-2.0[fluorescence artefact?]	-0.9	-13.7
CC(C)N(CCC#N)C(=O)Nc1ccc2c(c1)CCO2	-12.6	2.3	-2.8	-6.7	-4.6	1.4	-6.2	0.1	-10.7
Cc1ccccc1CN1CCNC(=O)C1CC(=O)O (centres undefined)	-14.0	-6.2	-1.0	-5.3	3.1	2.6	4.4[fluorescence artefact?]	3.5	2.7

Looked up above.
For Runt-CBFb FRET, CN(C)c1nc(NS(=O)(=O)c2ccc(Cl)cc2)nc(N(C)C)n1 shows -2.1
For Hck-Nef inh, COc1cc(OC)cc(-c2cc3nc(C)cc(N4CCN(C(=O)c5ccco5)CC4)n3n2)c1 shows 2.3

Screening data (PubChem)
